ROC1-CUL1 inh: inhibitors of human ROC1-CUL1 ubiquitin ligase activity; 0.6% of 140,000 active; inhibition, % at 10 µM; P62877+Q13616; AID 1347404; in vitro K48 di-Ub FRET, acceptor:donor ratio, 45 min; in the data active = inhibition above about 25%
Target sequence (P62877 whole entry, looked up): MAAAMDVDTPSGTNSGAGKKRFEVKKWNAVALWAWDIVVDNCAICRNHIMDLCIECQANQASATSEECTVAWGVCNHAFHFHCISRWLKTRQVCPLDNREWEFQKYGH
Target sequence (Q13616 whole entry, looked up): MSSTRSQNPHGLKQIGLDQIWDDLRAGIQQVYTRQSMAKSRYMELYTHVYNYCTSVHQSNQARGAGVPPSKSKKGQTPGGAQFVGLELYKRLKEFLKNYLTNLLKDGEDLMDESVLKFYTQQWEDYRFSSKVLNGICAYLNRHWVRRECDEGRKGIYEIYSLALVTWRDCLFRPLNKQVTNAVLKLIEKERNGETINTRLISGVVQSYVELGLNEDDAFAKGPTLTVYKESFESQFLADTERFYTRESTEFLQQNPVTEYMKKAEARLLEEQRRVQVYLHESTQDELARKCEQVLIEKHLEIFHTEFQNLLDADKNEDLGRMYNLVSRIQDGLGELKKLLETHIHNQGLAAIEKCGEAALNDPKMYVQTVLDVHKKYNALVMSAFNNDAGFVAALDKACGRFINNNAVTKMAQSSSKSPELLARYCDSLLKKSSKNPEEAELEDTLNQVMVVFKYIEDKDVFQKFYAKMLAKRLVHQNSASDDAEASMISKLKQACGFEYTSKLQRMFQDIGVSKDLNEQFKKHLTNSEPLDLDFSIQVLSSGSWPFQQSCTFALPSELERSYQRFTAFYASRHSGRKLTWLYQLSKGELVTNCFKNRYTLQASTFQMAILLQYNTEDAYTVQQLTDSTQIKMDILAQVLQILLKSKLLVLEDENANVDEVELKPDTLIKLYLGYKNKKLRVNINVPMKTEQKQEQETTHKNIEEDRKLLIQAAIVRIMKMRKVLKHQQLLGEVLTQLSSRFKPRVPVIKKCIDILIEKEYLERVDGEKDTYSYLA
Starred values were filed as active, the others as inactive.

ROC1-CUL1 inh | canonical_smiles
-11 | O=C(NC1CCCCC1)c1ccc(Cn2c(SCc3ccccc3)nc3cccnc32)cc1
0 | Cc1ccc(NC(=O)CSc2nnc3ccc4ccccc4n23)cc1
11 | CC(=O)c1cc(-c2ccc(F)cc2)n(CC(=O)NC2CCC(C)CC2)c1C (stereo not given)
7 | Cc1ccccc1CNC(=O)c1ccc2c(c1)c(C)c(C)n2C
3 | Cc1ccccc1CCC1CCCN(C(=O)CCc2cccnc2)C1 (stereo not given)
7 | Cc1cc2cc(Cl)cc(Cl)c2o1
-3 | Cc1ccc2c(c1)cc(C(=O)NCc1ccccc1C)n2C
7 | Cc1cccc(-c2nc3ccccc3n3c(-c4ccccc4)c4c(=O)n(C)c(=O)n(C)c4c23)c1
12 | Cc1ccc(Cl)cc1NS(C)(=O)=O
-4 | BrCCOC1c2ccccc2CSc2ccccc21 (stereo not given)
2 | O=C(Nc1ccc(F)cc1F)c1cc(-c2ccccc2O)no1
0 | Cc1cc(-c2ccc(C)c(S(=O)(=O)Nc3ccccn3)c2)on1
7 | CCOC(=O)C(CC)Sc1nnc(-c2ccccc2)n1-c1ccccc1 (stereo not given)
5 | O=C(CSc1nc2sc3c(c2c(=O)n1-c1ccccc1)CCCC3)NCCOCCO
-1 | O=C(NC1CCCCC1)C(CCO)Sc1nc2sc3c(c2c(=O)n1-c1ccccc1)CCCC3 (stereo not given)
5 | Cc1cc(Br)ccc1NC(=O)c1c(C)noc1C
1 | OCC1(CCc2ccccc2)CCCN(Cc2cccc3cccnc23)C1 (stereo not given)
5 | C/C(=N/OCC(=O)Nc1ccc(C)cc1)c1cccs1
1 | CCc1ccc(NC(=O)c2sc(-n3nc(C)c(CCC(C)C)c3C)nc2C)cc1
-4 | Cc1nc(N)nc(N)c1C#CC1(c2ccc(F)cc2)CC1
4 | COc1ccc(C2(C(=O)Nc3ccc(Br)cc3)CCOCC2)cc1
-7 | Cc1ccc(C)c(OCC(=O)NC2CCCCCCC2)c1
-4 | O=C(Nc1sc2c(c1C(=O)NCc1cccnc1)CCCC2)c1ccco1
-15 | CCc1ccc(CNc2ccc(O)cc2)cc1
-3 | O=C1C(C=NC2CC2)C(c2ccccc2)=NN1c1ccc([N+](=O)[O-])cc1 (stereo not given)
-9 | Cc1ccccc1NC(=O)CSc1nc(-c2cccs2)nc2cc(=O)[nH]n12
6 | CCN(CC)CCCNC(=O)CN1C(=O)CCn2nc(-c3cn(C)c4ccccc34)cc21
2 | COc1ccc(-c2cc(C(F)(F)F)nc(NCCc3ccccc3)n2)cc1OC
5 | Cc1ncsc1CCC(=O)NCc1cccnc1Oc1ccc(F)cc1F
-13 | O=C1NN(c2ccccc2)C(=O)/C1=C/c1ccc(OCc2ccc(Cl)c(Cl)c2)cc1

Ordered by the number under ROC1-CUL1 inh (high to low): 3 of the compounds above
ROC1-CUL1 inh | canonical_smiles
5 | Cc1ncsc1CCC(=O)NCc1cccnc1Oc1ccc(F)cc1F
1 | CCc1ccc(NC(=O)c2sc(-n3nc(C)c(CCC(C)C)c3C)nc2C)cc1
-3 | Cc1ccc2c(c1)cc(C(=O)NCc1ccccc1C)n2C

Six entries picked at random from the list so far, as already listed:
ROC1-CUL1 inh | canonical_smiles
-4 | O=C(Nc1sc2c(c1C(=O)NCc1cccnc1)CCCC2)c1ccco1
-1 | O=C(NC1CCCCC1)C(CCO)Sc1nc2sc3c(c2c(=O)n1-c1ccccc1)CCCC3 (stereo not given)
-4 | Cc1nc(N)nc(N)c1C#CC1(c2ccc(F)cc2)CC1
11 | CC(=O)c1cc(-c2ccc(F)cc2)n(CC(=O)NC2CCC(C)CC2)c1C (stereo not given)
-15 | CCc1ccc(CNc2ccc(O)cc2)cc1
-3 | Cc1ccc2c(c1)cc(C(=O)NCc1ccccc1C)n2C

The results go on.
ROC1-CUL1 inh | canonical_smiles
-5 | O=C(CSc1nnc(-c2ccncc2)o1)c1ccc(Br)cc1
9 | COc1cc(C=Nc2ccccc2Oc2cc(=O)n(C)c(=O)n2C)ccc1O
-2 | COc1ccc(NS(=O)(=O)c2ccc3c(c2)CCN3C(=O)C2CC2)cc1OC
3 | COc1ccc(C(=O)N2CCCC2)c(OC2CCN(Cc3cnc(N(C)C)s3)CC2)c1
12 | COc1ccc(Cn2c(C(=O)O)c(CNCc3ccc(C)o3)c3ccc(OC)cc32)cc1
7 | Cc1ccc(C)n1-c1ccc(N2CCOCC2)nc1
-6 | CC(=O)NCc1cc(=O)[nH]c(C(C)(C)C)n1
3 | COC(=O)N1CCN(S(=O)(=O)c2ccc(C(C)(C)C)cc2)CC1
14 | CC(C)CCOC(=O)c1c2c(n3ccccc13)C(=O)c1ccccc1C2=O
-5 | COCCn1c(CNC(=O)c2cccc(C)c2)nc2cccnc21
2 | CCOC(=O)CC(NC(=O)Cn1nnc(-c2ccc(Cl)cc2)n1)c1ccc(OC)cc1 (stereo not given)
2 | Cc1ccccc1N1CC(C(=O)Oc2ccc(Br)cc2)CC1=O (stereo not given)
8 | Cc1cccc(-c2nnc(SCC(=O)N3CCCc4ccccc43)o2)c1
-3 | COC(=O)c1ccc(C2Nc3ccccc3-c3nnc(SCc4ccc(C)cc4)nc3O2)cc1 (stereo not given)
-2 | O=C(Nc1cc(-c2ccccc2F)nn1-c1ccccc1)c1ccccc1Br
-3 | CCCOc1cccc(C(=O)Nc2ccc(N3CCN(C(C)=O)CC3)c(Cl)c2)c1
9 | O=C(COC(=O)c1ccc2c(c1)OCCO2)c1ccc2c(c1)OCCO2
-4 | Cc1cccc(N2CC(C(=O)N3CCCCC3C)CC2=O)c1 (stereo not given)
7 | Cc1cc(C(=O)NCC2CCCN(S(=O)(=O)c3ccc(C)s3)C2)no1 (stereo not given)
10 | CCc1ccc(S(=O)(=O)Nc2ccc(-c3csc(C)n3)cc2)cc1
4 | C=C(C)C1CC=C(C)/C(=N/NC(=O)c2ccccc2[N+](=O)[O-])C1 (stereo not given)
11 | COc1ccc2c(c1OC)C(=O)OC2Nc1nc(-c2ccc(I)cc2)cs1 (stereo not given)
3 | CC1CC(=O)c2cnc(N3CCC(Cc4ccccc4)CC3)nc2C1 (stereo not given)
-5 | COCCCNC(=O)CSc1nc(-c2ccc(OC)c(OC)c2)[nH]c1-c1ccc(F)cc1
0 | COc1cc(NC(=O)CCNS(=O)(=O)c2ccc3c(c2)CCN3C(=O)C2CC2)cc(OC)c1
0 | O=C(c1ccc(Cl)cc1)c1cnc2ccccc2c1-c1ccccc1
-4 | O=C(CCC1CCN(C(=O)C2CCCC2)CC1)Nc1ccc(F)c(Cl)c1
2 | CCCC(C)c1nnc(NC(=O)NCc2nnc3n2CCC3)s1 (stereo not given)
-1 | Cc1sc2ncn(N)c(=O)c2c1C
2 | O=c1[nH]c(=S)[nH]c(O)c1N=Nc1ccccc1Cl

ROC1-CUL1 inh | canonical_smiles
3 | CCc1ccc(-c2n[nH]c3c2CN(Cc2ccc(S(C)(=O)=O)cc2)CC3)cc1
2 | CC(C)C(=O)NC(=S)N1CCc2ccccc21
-4 | CSc1ccc(/C=N/NC(=O)c2cccc(Cl)c2)cc1
1 | Cc1cc(OCc2nc3ccccc3s2)ccc1NC(=O)Nc1ccc(Cl)c(Cl)c1
3 | OC1CCN([C@@H]2CCN(Cc3cccc4c3sc3ccccc34)C[C@H]2O)CC1
5 | O=C(COC(=O)c1ccc2c(c1)OCCO2)c1ccc(F)cc1
4 | COc1ccc(C(=O)CSc2nc3c(c(-c4ccccc4)c2C#N)CN(C)CC3)cc1OC
7 | COc1ccc(C2CC(=O)Nc3cc(OC)c(OC)cc32)cc1O (stereo not given)
-5 | COC(=O)c1cc(NS(=O)(=O)c2ccccc2)ccc1O
-5 | Cc1ccc(S(=O)(=O)N2CCOCC2)cc1C(=O)Nc1ccccc1C(=O)O
-7 | Fc1ccc(Oc2ncccc2CNc2ncccn2)c(F)c1
-7 | Cc1ccc2nc(-c3ccc(Cl)c(NC(=O)COc4ccc([N+](=O)[O-])cc4)c3)oc2c1
-4 | CCC(=O)N1CCc2cc(S(=O)(=O)CCC(=O)N3CCN(c4ccc(Cl)cc4)CC3)ccc21
0 | Cc1ccc(CNC(=O)CCCn2c(=O)c3ccccc3n(CC(=O)Nc3ccc(C)c(C)c3)c2=O)cc1
8 | COC(=O)c1ccc(CNC(=O)CCC2(Cc3ccc(OC)c(OC)c3)CCC(=O)N2)cc1 (stereo not given)
12 | Cc1nn(CC(=O)Nc2ccc(Cl)cn2)c(C)c1Br
1 | COc1ccc2c(c1)cc1c(=O)n(CC(=O)NCc3ccco3)nc(C)n12
0 | Cc1cc(=O)n2nc(-c3ccccc3)c(=O)n(N)c2n1
83* | Cc1ccc(-c2csc(SC3C(=O)N(c4ccccc4)N=C3c3ccccc3)n2)cc1 (stereo not given)
6 | COc1ccc(C)c2sc(N(Cc3cccnc3)C(=O)CCc3ccccc3)nc12
-5 | CC(=O)N1N=C(c2ccccc2O)CC1c1ccc(Cl)cc1 (stereo not given)
-3 | COc1ccc(C(=O)N2C(=S)NC(=O)/C2=C\c2ccc(C)cc2)cc1
1 | CC(=O)c1c(C)nc2ccc(Cl)cc2c1-c1ccccc1
13 | Cc1ccc(-c2[nH]nc3c2C(c2ccc(C(F)(F)F)cc2)C(C#N)C(=N)O3)cc1C (stereo not given)
-5 | CCN1CC(=O)Nc2c(sc3nc(C)cc(C)c23)C1=O
6 | O=C(NCC1CCCO1)C1CC2CCC1C2 (stereo not given)
6 | O=C(O)c1ccc(CNC2CCCCCCC2)cc1
2 | COc1ccc(CC2=NOC(CNC(=O)C(C)Oc3ccc(Cl)cc3C)C2)cc1 (stereo not given)
-4 | CCOC(=O)c1ccc(NC(=O)CC2C(=O)N(c3ccc(F)cc3)C(=O)N2Cc2ccc3c(c2)OCO3)cc1 (stereo not given)
-6 | CCOc1ccc(N2CC(C(=O)NCc3nnnn3-c3ccc(C)c(C)c3)CC2=O)cc1 (stereo not given)

ROC1-CUL1 inh | canonical_smiles
4 | N#CCc1nc2cc(C(F)(F)F)ccc2s1
-3 | COc1cc(C(=O)NCc2ccc(-c3nc4ccccc4s3)cc2)cc(OC)c1OC
2 | COc1ccc(C(=O)N2CCCC2)c(OC2CCN(Cc3ccoc3)CC2)c1
6 | CC1(C)CC(=O)C2=C(C1)OC(=N)C(C#N)C2c1ccc(-c2c(Cl)cc(Cl)cc2Cl)s1 (stereo not given)
-7 | CCOc1ccccc1CNC(=O)C1CCN(c2nnc(-n3c(C)ccc3C)s2)CC1
17 | CCN1CCN(C(=O)CCC2CCN(C(=O)c3nonc3C)CC2)CC1
10 | O=C(CN1CCCCC1)Nc1c(Cl)cc(Cl)cc1Cl
12 | O=C(Cc1cccs1)c1c(O)cc(O)cc1O
11 | O=C(Cn1nnnc1CN1CCOCC1)NCc1cnc(-c2ccccc2)s1
8 | COc1cccc2c1C(=O)c1c(O)ccc(O)c1C2=O
-7 | COc1ccc(C(=O)NC(=S)N(C)C2CCCCC2)cc1
-3 | CCn1cc(CNCc2cccnc2Oc2ccccc2C)cn1
10 | Cc1ccc(C(=O)NC(C(C)C)C(C)C)cc1NS(C)(=O)=O
-6 | CCOC(=O)c1ccc(NC(=O)Cn2c(=O)cc(C)c3c(C)nn(-c4ccc(CC)cc4)c32)cc1
-7 | CCc1ccc(NS(=O)(=O)c2c(-c3ccccc3)csc2C(=O)OC)cc1
-1 | CC(C)NC(=O)C1CCC(Cn2c(=O)c3sccc3n(CC(=O)NCc3ccccc3)c2=O)CC1 (stereo not given)
-2 | Cc1ccc(CNC(=O)CSc2ncc(S(=O)(=O)c3ccc(Br)cc3)c(=O)[nH]2)cc1
-6 | Cc1ccc(-c2cc(-c3ccc(Cl)cc3)c3c(N)c(C(=O)Nc4ccccc4-c4ccccc4)sc3n2)cc1
1 | Cc1nc(NCCc2cccs2)c2c3c(sc2n1)CCC3
-9 | COc1ccc(Cl)cc1NS(=O)(=O)c1c(C)nc2scc(C)n2c1=O
5 | CSc1nc2ccc(Nc3nc(N4CCOCC4)nc(N4CCOCC4)n3)cc2s1
2 | O=C(Cn1c(=O)c2cccn2c2ccc(F)cc21)Nc1cccc(F)c1
2 | COC(=O)C1C(=N)OC2=C(C(=O)CC(C)(C)C2)C1c1cccc(C)c1 (stereo not given)
16 | O=C1Nc2cc(I)ccc2C1=O
9 | Cc1ccc2nc(Cl)c3cc(C(=O)N4CCCCC4)sc3c2c1
0 | N#CC(N=Nc1ccc(Cl)cc1Cl)C(=O)c1ccccc1Cl (stereo not given)
9 | S=C(NC(=NC=C(Cl)Cl)c1ccccc1)Nc1ccc(Cl)cc1
-3 | Cc1ccn2c(Nc3ccc4c(c3)OCO4)c(-c3ccc(C)o3)nc2c1
-4 | Cc1ccc(NC(=O)c2cnc(N3CCCCC3)c3ccccc23)cc1Cl
9 | CN(C(=O)c1cccs1)C(Cc1ccccc1)C1CCN(C(=O)CC2=CCCCC2)CC1 (stereo not given)

The last three records of the part before open the next one:
ROC1-CUL1 inh | canonical_smiles
-3 | Cc1ccn2c(Nc3ccc4c(c3)OCO4)c(-c3ccc(C)o3)nc2c1
-4 | Cc1ccc(NC(=O)c2cnc(N3CCCCC3)c3ccccc23)cc1Cl
9 | CN(C(=O)c1cccs1)C(Cc1ccccc1)C1CCN(C(=O)CC2=CCCCC2)CC1 (stereo not given)
0 | COc1cc(C2C3=C(CC(C)(C)CC3=O)OC3=C2C(=O)CC(C)(C)C3)ccc1Oc1nc2nonc2nc1Nc1cccc(C)c1C
17 | O=C1CC(=O)c2c(c3cccc4c3n(c2=O)CC4)O1
10 | Cc1ccc(C(=O)NCC(c2ccc(Cl)cc2)N2CCCCC2)cc1 (stereo not given)
4 | COc1cc(/C=N/NC(N)=S)ccc1OCC(=O)Nc1ccc(C)c(C)c1
0 | O=C1N=C(Cc2ccsc2)C(=O)N1c1ccccc1
-1 | CC1C(=NC(=O)c2nn3c(c2Br)NC(c2ccccc2)CC3C(F)(F)F)C(=O)N(c2ccccc2)N1C (stereo not given)
-1 | Cc1cccc(C)c1OC(=O)c1ccc([N+](=O)[O-])cc1Cl
0 | COc1ccc(C2(C(=O)NC3CCCCC3)CCCC2)cc1OC
0 | CCn1c(=O)c2cc(C(=O)Nc3cc(OC)c(OC)c(OC)c3)sc2c2ccccc21
-2 | COc1ccc(CCN2CCCC(CN(C)C(=O)c3cnn(C(C)C)c3)C2)cc1 (stereo not given)
15 | COc1ccc2cc(-c3[nH]ncc3CN(C)Cc3ccsc3)ccc2c1
-2 | COc1ccc(NC(=O)c2oc3ccc4c(c3c2C)C(=O)CC(C)(C)O4)cc1OC

Screening results: PubChem, Icahn School of Medicine at Mount Sinai

The list is partial. The share of hits here may be higher or lower than overall.
